TRb-SRC2 inh = qHTS for Inhibitors of the Interaction of Thyroid Hormone Receptor and Steroid Receptor Coregulator 2; Thyroid hormone receptor beta (Homo sapiens), P10828; 280,000 tested, 0.065% active; Potency, µM (highest dose often 106 µM), for inactives: at the highest dose activity change, negative = inhibition, hits mostly inhibitors; TRbeta-SRC2 peptide binding, fluorescence polarization; receptor liganded with 1 µM T3;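 further: plate controls were bound peptide for no effect and peptide without receptor for full effect; nearly all actives have a fitted effect of over 50% in size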
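Compounds were added to 0.6 uM TRb ligand-binding domain and 20 nM Texas Red-labeled SRC2 peptide in Tris buffer containing 1 uM T3, incubated 5 hr at ambient temperature, then read by fluorescence polarization.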
TR SRC2 fluor cs = Total Fluorescence Counterscreen for Inhibitors of the Interaction of Thyroid Hormone Receptor and Steroid Receptor Coregulator 2; TRb/SRC2 Texas Red total fluorescence interference; Potency, µM (doses to about 106 µM), inactives show top-dose fluorescence change, negative = quenching; 280,000 tested, 0.29% active; active means well fitted curve in either direction with a large enough effect; inconclusive means small, poorly fitted or top-dose-only effect
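Human TRβ ligand-binding domain (0.6 uM) and Texas Red SRC2 peptide (20 nM) in Tris buffer with 1 uM T3 and 5% DMSO were incubated with pinned compound for 5 hr at ambient temperature. Total fluorescence was computed as S + 2P (555/632 nm).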
Tau fibril FP = qHTS for Inhibitors of Tau Fibril Formation, Fluorescence Polarization. 280,000 tested, 0.39% active. Potency, µM (titrated, usually from 57.7 µM), without a hit: at the top dose activity, negative = inhibition, most hits filed as inhibitors. K18 P301L tau heparin fibrillization, Alexa594 FP, 6 h. AID 1468, 2008. Microtubule-associated protein tau (Homo sapiens), P10636; further: nearly all actives have a fitted effect of over 55% in size
Target sequence (P10636 561-689 P618L limits assumed): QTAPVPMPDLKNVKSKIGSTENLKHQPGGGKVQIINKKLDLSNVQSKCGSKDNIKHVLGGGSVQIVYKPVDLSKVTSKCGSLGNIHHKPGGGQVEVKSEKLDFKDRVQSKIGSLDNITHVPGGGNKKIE
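Steps: dispense K18 P301L tau (15 uM plus 0.24 uM Alexa 594 tracer, final) in pH 7 sodium acetate; add compound; add heparin (20 uM final); incubate 6 hr, 37 C; add ThT (30 uM final); after 1 hr ambient, read FP.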
Tau fluor cs = Counterscreen qHTS for Inhibitors of Tau Fibril Formation, Fluorescence Polarization. tau K18 P301L Alexa594 fluorescence, heparin fibrillization. 280,000 tested, 0.93% active. Potency, µM (doses to about 57.7 µM), for the others: at the top dose activity change, negative = decrease; further: nearly all actives have a fitted effect of over 55% in size
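Human K18 P301L tau (15 uM unlabeled plus 0.24 uM Alexa 594-labeled, final) in 100 mM sodium acetate pH 7 was mixed with compound and 20 uM heparin and incubated 6 hr at 37 C.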
aGal spleen mod = qHTS Assay for Inhibitors and Activators of Human alpha-Galactosidase From Spleen Homogenate | human spleen homogenate, 4MU-alpha-Gal fluorescence, 40 min | Potency, µM (highest dose often 80 µM), for inactives: at the highest dose activity change, negative = inhibition, actives largely listed as inhibitors | 240,000 tested, 0.008% active | AID 2107, 2009;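 further: 0% = enzyme with vehicle and -100% = no enzyme basal signal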
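Inhibition or activation of alpha-galactosidase in human spleen homogenate is scored by 4-MU fluorescence after 40 min at 37C, pH 5.0, with 1 mM substrate. AC50s come from concentration-response fitted to the Hill equation.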
Tau ThT inhib = qHTS for Inhibitors of Tau Fibril Formation, Thioflavin T Binding | recombinant tau K18 P301L (four-repeat tau fragment), heparin-induced fibrillization, ThT fluorescence | Potency, µM (series often up to 57.4 µM), for inactives: top-dose activity, negative = inhibition, usual class: inhibitors | 270,000 tested, 2.1% active | AID 1460, 2008; further: nearly all actives have a fitted effect of over 55% in size
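K18 P301L tau (15 uM + 0.24 uM Alexa 594-tagged), heparin 20 uM, NaOAc pH 7, 6 h 37 C; ThT 30 uM, 1 h RT, ex 450/em 510 nm.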
ALDH1A1 inh = qHTS Assay for Inhibitors of Aldehyde Dehydrogenase 1 (ALDH1A1) | Aldehyde dehydrogenase 1A1 (Homo sapiens), P00352 | 220,000 tested, 7.3% active | Purified ALDH1A1, NADH fluorescence, propionaldehyde substrate | AID 1030, 2008 | Potency, µM (series often up to 75.3 µM), inactives show at the top dose activity, negative = inhibition, usual class: inhibitors; active means well fitted inhibition curve with a large enough effect, not every such curve was filed as active; inconclusive means small, poorly fitted or top-dose-only effect, or another doubt; inactive means no such curve, though single readings can be large or run the other way;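 further: plate controls were no enzyme wells and a reference inhibitor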
L3MBTL1 block = qHTS Assay for the Inhibitors of L3MBTL1; 230,000 tested, 0.66% active; AlphaScreen L3MBTL1–H3K9me1 peptide binding; Lethal(3)malignant brain tumor-like protein 1 (Homo sapiens), Q9Y468; Potency, µM (highest dose often 57.1 µM), for inactives: at the highest dose activity, negative = inhibition, hits mostly inhibitors; further: nearly all actives have a fitted effect of over 60% in size
Target sequence (Q9Y468 whole entry, looked up): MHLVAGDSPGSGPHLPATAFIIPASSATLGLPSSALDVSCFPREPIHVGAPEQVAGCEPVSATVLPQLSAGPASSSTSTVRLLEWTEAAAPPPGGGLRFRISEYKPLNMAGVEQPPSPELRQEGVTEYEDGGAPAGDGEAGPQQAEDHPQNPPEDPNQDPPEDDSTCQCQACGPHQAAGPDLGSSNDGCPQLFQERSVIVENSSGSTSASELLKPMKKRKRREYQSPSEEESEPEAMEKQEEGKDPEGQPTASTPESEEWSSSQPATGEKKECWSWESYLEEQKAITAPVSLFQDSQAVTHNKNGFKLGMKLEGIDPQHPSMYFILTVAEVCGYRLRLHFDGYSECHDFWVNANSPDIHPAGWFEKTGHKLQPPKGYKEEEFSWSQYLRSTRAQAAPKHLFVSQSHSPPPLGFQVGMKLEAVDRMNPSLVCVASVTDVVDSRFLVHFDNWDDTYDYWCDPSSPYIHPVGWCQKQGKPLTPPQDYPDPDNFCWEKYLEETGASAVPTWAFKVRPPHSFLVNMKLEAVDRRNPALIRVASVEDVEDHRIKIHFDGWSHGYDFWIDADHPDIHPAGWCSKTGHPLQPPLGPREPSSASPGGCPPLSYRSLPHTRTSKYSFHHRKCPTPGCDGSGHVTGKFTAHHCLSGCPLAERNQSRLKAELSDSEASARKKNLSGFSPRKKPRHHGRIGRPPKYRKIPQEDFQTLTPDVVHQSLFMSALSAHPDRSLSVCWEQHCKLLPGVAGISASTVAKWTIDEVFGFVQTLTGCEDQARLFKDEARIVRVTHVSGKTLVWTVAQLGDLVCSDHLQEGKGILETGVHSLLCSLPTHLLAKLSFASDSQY
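Displacement of a biotinylated histone H3(1-15) peptide monomethylated at Lys9 (75 nM) from L3MBTL1 (50 nM) was measured by AlphaScreen after a 30 min room-temperature compound incubation; cefsulodin titration served as intraplate control.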
The depositor's hits bear a star; ? = inconclusive; . = not tested or not shown; [ ] = another dose, or the depositor's remark. Unless noted, the call rests on the fitted dose curve; in most records, active means well fitted curve in the direction sought with a large enough effect; inconclusive means small, poorly fitted or top-dose-only effect, or another doubt; inactive means no such curve, though single readings can be large; an effect the other way counts as inactive or inconclusive. Unless noted, on the % scale 0 is the no-effect control and ±100 the full control effect; potency means the concentration at half of the fitted maximal effect.

SMILES | TRb-SRC2 inh | TR SRC2 fluor cs | Tau fibril FP | Tau fluor cs | aGal spleen mod | Tau ThT inhib | ALDH1A1 inh | L3MBTL1 block
CCCN1CCN(CCCNC(=O)c2ccc3nc(Cc4ccccc4)oc3c2)CC1 | -0.2% | -3.7% | 1.2% | -2.1% | . | -7.0% | . | .
Cc1ccc(C)c(N2CCN(S(=O)(=O)c3ccc4c(c3)CCCN4C(=O)C3CCC3)CC2)c1 | -2.9% | 0.7% | 2.3% | -6.0% | . | -6.5% | . | .
Brc1ccc2c(c1)OCCOCCOc1cc(Br)ccc1OCCOCCOCCO2 | 4.2% | -2.2% | -9.8% | -14.4% | -3.4% | ? | 2.5% | 3.5%
O=C(N1CCN(c2ccccn2)CC1)C(Cl)(Cl)Cl | -0.2%[53 µM] | 0.5%[53 µM] | -0.9% | 1.5% | 21.0% | 1.9% | ? | -11.2%
COc1cccc(Oc2nc3c(c(=O)n(Cc4ccccc4F)c(=O)n3C)n2C)c1 | 1.8% | -4.4% | 6.6% | -1.8% | . | -0.6% | . | .
CCOc1ccc(-n2cnnn2)cc1S(=O)(=O)NCCc1ccc(OC)c(OC)c1 | 0.1% | 1.5% | 5.5% | 1.1% | 6.5% | -9.0% | -8.8% | 7.9%
COc1cc(-n2nnnc2SC)c(OC)cc1Cl | 2.3% | -1.1% | 0.1% | -2.4% | -5.3% | -6.1% | -7.7% | 1.4%
COc1ccc(CCNC(=O)c2cc3sc(Cl)cc3n2C)cc1OC | 11.8% | -0.8% | 8.4% | -15.3% | -1.7% | ? | -1.4% | ?
CCOC(=O)c1sc(=NC(=O)c2ccc(OC)c(OC)c2)n(C)c1C | 1.7% | -4.5% | -1.2% | -8.8% | 0.8% | ? | ? | -3.5%
O=C1C2ON(c3ccccc3)C(c3ccncc3)C2C(=O)N1c1ccc(Br)cc1 (stereo not given) | 2.1% | 0.4% | -1.0% | -3.0% | -4.0% | -4.0% | ? | 5.0%
CCOC(=O)C(C)N1C(=O)S/C(=C/c2cc(C)n(-c3ccccn3)c2C)C1=O (stereo not given) | -1.8% | 1.6% | -4.4% | -24.6% | 3.6% | -23.0% | ? | .
N#CCCCS(=O)(=O)c1nnnn1-c1ccc(F)cc1Br | 6.5% | -2.2% | -2.4% | -8.6% | -4.4% | ? | 17.8µM* | .
COCCn1c(=O)[nH]c2cc(C(=O)NCc3ccccc3)ccc2c1=O | 5.2% | -2.5% | -0.3% | -11.9% | ? | -5.0% | ? | .
Cn1c(NC(=O)c2cc(Cl)ccc2Cl)cc(=O)n(C)c1=O | 4.1% | 0.6% | -11.9% | -5.8% | 7.6% | -3.4% | -3.3% | 3.0%
Cc1nc2sccn2c1-c1csc(NCc2ccccc2)n1 | -16.6% | 0.2% | -13.4% | ? | -5.3% | ? | 11.2µM* | -7.8%
Cc1cc(OCC(=O)c2cccc(C(F)(F)F)c2)n2cnnc2n1 | -7.1% | -0.7% | -2.6% | -6.1% | -0.1% | -7.5% | . | -3.0%
O=C(O)CCCCCNC(=O)c1ccccc1Br | -7.0% | 0.4% | -1.2% | 4.0% | 1.0% | -1.5% | 4.7% | -1.5%
COc1ccc(S(=O)(=O)NC(C)C(=O)Nc2ccccc2F)cc1 (stereo not given) | -4.2% | 0.4% | -8.4% | -12.8% | 1.9% | ? | 0.7% | -0.4%
O=C(/C=C\c1ccc2c(c1)OCO2)NC1CC(=O)N(c2ccccc2)C1 (stereo not given) | 6.3% | 0.0% | -9.2% | -9.3% | . | -8.6% | . | .
Cc1cccc(CNC(=O)c2oc3c(c2C)-c2nn(Cc4ccccc4Cl)cc2CC3)c1 | -0.2% | -16.3% | 4.4% | 8.7% | . | ? | . | .
COC(=O)c1cc(C(=O)c2cc(Br)ccc2O)coc1=N | -4.5% | 0.6% | -5.2% | -11.0% | 2.2% | -8.2% | -7.3% | .
CCCCNC(=S)NCCN1CCCCC1 | -12.3% | -2.9% | 3.0% | -0.3% | -1.9% | 1.1% | ? | 0.8%
Cc1cc(NC(=O)COC(=O)c2cc(S(=O)(=O)N(C)c3ccccc3)ccc2Cl)no1 | 5.6% | -1.4% | -4.0% | -27.6% | 2.4% | . | . | .
CCC(CC)NC(=O)c1n[nH]c(=O)c2ccccc12 | 5.3% | -1.3% | 3.4% | -2.1% | 0.3% | 1.4% | ? | 0.5%
Cc1cccc(C(=O)Nc2ccc(C(=O)OCc3cc(=O)n4nc(CC(C)C)sc4n3)cc2)c1 | -7.5% | -0.7% | -4.5% | 7.3% | . | 5.0% | . | .
Cc1ccc(-n2c(C)cc(/C=N/NC(=O)CC3(C)OCCO3)c2C)c(C)c1 | -7.9% | 2.3% | -7.7% | -8.6% | -4.9% | -19.5% | 14.1µM* | -1.1%
COc1ccc(OC)c(NC(=O)CSc2ncc3c(n2)-c2ccccc2N(C)S3(=O)=O)c1 | -5.2% | 0.5% | 4.1% | -26.1% | . | -1.0% | . | .
CCN(C(=O)CSc1nnc(C)n1-c1ccccc1)C1CCS(=O)(=O)C1 (stereo not given) | 1.5% | -1.2% | 0.2% | 2.4% | -0.8% | -2.3% | 0.7% | 5.0%
Cc1noc(NS(=O)(=O)c2ccc(NC(=O)c3cnc4scc(C)n4c3=O)cc2)c1C | -3.6% | -5.3% | -2.6% | 2.8% | -6.3% | -9.4% | 5.0% | 1.9%
CCN(CC)c1ccc(NC(=O)C(C)C)cc1 | 0.6% | -4.3% | 5.7% | 5.4% | 10.9% | 5.4% | 7.4% | -2.6%
O=C(OCC(=O)N1CCOCC1)c1ccccc1Cc1ccccc1 | -6.5% | 4.7% | 2.5% | -9.8% | 0.7% | -7.7% | -0.3% | 4.4%
COc1cccc(N2CCN(C(=O)CN(C)S(=O)(=O)c3ccc4c(c3)CCC(=O)N4)CC2)c1 | -14.7% | 0.9% | 1.9% | -9.6% | -8.1% | -13.5% | ? | .
Cc1csc(NC(=O)c2c(O)c3c(n(CC(C)C)c2=O)CCCC3)n1 | -4.7% | 0.2% | 1.5% | -0.4% | 0.8% | 0.3% | ? | 0.4%
COc1cccc(NC(=O)c2cc3c(-c4ccc(Cl)cc4)nn(C)c3s2)c1 | -7.8% | -0.6% | 15.8µM* | ? | . | 1.4% | . | .
O=C(COc1ccc([N+](=O)[O-])cc1Cl)Nn1cnnc1 | -0.6% | -1.0% | 6.3% | 2.9% | 14.8% | -3.3% | -6.4% | 16.9%
CCCCS(=O)(=O)c1sc2nc3c(cc2c1N)CCCC3 | 1.6% | -3.6% | -1.6% | -18.3% | -5.1% | -0.3% | ? | 12.8%
COc1ccccc1/C=N/NC(=O)CO | -4.2% | -4.9% | -5.1% | -9.4% | -15.0% | -11.9% | 1.8% | .
COc1cccc(/C=C/C(=O)Oc2ccc(C(=O)c3ccc(F)cc3)cc2)c1 | -0.9% | 1.4% | -1.9% | -12.2% | 0.8% | -12.1% | -6.3% | 7.8%
COCCNC(=O)C1CC(=O)N(C2CCCCC2)C1 (stereo not given) | -1.9% | 0.2% | 1.2% | -2.3% | -1.5% | -14.2% | -2.2% | 1.6%
CN(C(=O)c1ccc(OC2CCN(C(=O)c3cccnc3)CC2)cc1)C1CCCCC1 | 1.6% | 0.4% | -6.4% | -5.6% | -2.4% | -9.2% | ? | 0.7%
CCOC(=O)C(Cc1ccccc1)C(=O)Nc1cccc(C)c1 (stereo not given) | -3.8% | 0.5% | -4.2% | -15.9% | 20.0% | -8.8% | ? | 7.8%
O=C(Nc1cc(C(F)(F)F)ccc1Cl)c1cc2nc(-c3ccc4c(c3)OCO4)cc(C(F)(F)F)n2n1 | 9.8% | 5.7% | 0.3% | -15.1% | . | -12.6% | . | .
CCCSc1nc2c(cnn2-c2ccc(C)cc2)c(=O)[nH]1 | -5.7% | -1.6% | -8.6% | -10.0% | -4.8% | -5.6% | 4.5% | 12.8%
Cc1nn(C(C)(C)C)c(OC(=O)C(C)(C)C)c1Sc1ccccc1 | -8.2% | -1.0% | -4.0% | -12.1% | . | -9.6% | . | .
Cc1cccc(N2CCN(C(=O)c3cn(C4CCCCC4)c(=O)c4c3c3ccccc3n4C)CC2)c1C | -2.3% | 0.3% | -14.3% | -21.8% | . | ? | . | .
COc1cccc(COc2nc3c(c(=O)n(C)c(=O)n3C)n2C)c1 | 3.8% | 3.5% | -0.4% | 2.0% | -1.8% | 1.9% | 4.5% | 5.3%
CCN1CCCC1CNC(=O)c1cc2c(-c3ccc(Cl)cc3)nn(C)c2s1 (stereo not given) | 2.3% | 0.2% | -10.8% | ? | 9.4% | -13.8% | ? | .
CCCCC(=O)OCC(=O)Nc1cccc(S(=O)(=O)NC2=NCCCCC2)c1 | -3.5% | 1.8% | -1.3% | 4.5% | -1.6% | 0.6% | 6.5% | 10.7%

4 of the compounds above, as comma-separated lines:
smiles,TRb-SRC2 inh,TR SRC2 fluor cs,Tau fibril FP,Tau fluor cs,aGal spleen mod,Tau ThT inhib,ALDH1A1 inh,L3MBTL1 block
COCCNC(=O)C1CC(=O)N(C2CCCCC2)C1 (stereo not given),-1.9%,0.2%,1.2%,-2.3%,-1.5%,-14.2%,-2.2%,1.6%
CN(C(=O)c1ccc(OC2CCN(C(=O)c3cccnc3)CC2)cc1)C1CCCCC1,1.6%,0.4%,-6.4%,-5.6%,-2.4%,-9.2%,?,0.7%
COc1ccccc1/C=N/NC(=O)CO,-4.2%,-4.9%,-5.1%,-9.4%,-15.0%,-11.9%,1.8%,.
COc1cccc(COc2nc3c(c(=O)n(C)c(=O)n3C)n2C)c1,3.8%,3.5%,-0.4%,2.0%,-1.8%,1.9%,4.5%,5.3%

High-throughput results from PubChem BioAssay.
